ANO1 activ = activates or potentiates the mouse TMEM16A chloride channel. HEK293 TMEM16A/YFP-H148Q/I152L, iodide quench fluorescence; stronger effect = lower value. B-score at 10 µM. 340,000 tested, 0.3% active;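 active = fluorescence-ratio B-score plate-corrected deviation score at least 3 library SD below zero, with starting fluorescence score within 5 deviations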;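 note: channel opened by trigger with iodide after compound preincubation; score built on the fluorescence ratio of max minus min over baseline; more negative score means more quench and so TMEM16A activation or potentiation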
KCNQ1 block = blocks the human KCNQ1 potassium channel; P51787; CHO-K1 KCNQ1, FluxOR thallium flux fluorescence; stronger effect = higher value; B-score at 10 µM; 310,000 tested, 1.3% active; AID 2642;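 active = compounds whose thallium flux B-score, printed positive for inhibition, exceeds three library SD while starting fluorescence stays within three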;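 note: channel opened by potassium depolarization with thallium stimulus after 20 min compound exposure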
Target sequence (P51787 whole entry, looked up): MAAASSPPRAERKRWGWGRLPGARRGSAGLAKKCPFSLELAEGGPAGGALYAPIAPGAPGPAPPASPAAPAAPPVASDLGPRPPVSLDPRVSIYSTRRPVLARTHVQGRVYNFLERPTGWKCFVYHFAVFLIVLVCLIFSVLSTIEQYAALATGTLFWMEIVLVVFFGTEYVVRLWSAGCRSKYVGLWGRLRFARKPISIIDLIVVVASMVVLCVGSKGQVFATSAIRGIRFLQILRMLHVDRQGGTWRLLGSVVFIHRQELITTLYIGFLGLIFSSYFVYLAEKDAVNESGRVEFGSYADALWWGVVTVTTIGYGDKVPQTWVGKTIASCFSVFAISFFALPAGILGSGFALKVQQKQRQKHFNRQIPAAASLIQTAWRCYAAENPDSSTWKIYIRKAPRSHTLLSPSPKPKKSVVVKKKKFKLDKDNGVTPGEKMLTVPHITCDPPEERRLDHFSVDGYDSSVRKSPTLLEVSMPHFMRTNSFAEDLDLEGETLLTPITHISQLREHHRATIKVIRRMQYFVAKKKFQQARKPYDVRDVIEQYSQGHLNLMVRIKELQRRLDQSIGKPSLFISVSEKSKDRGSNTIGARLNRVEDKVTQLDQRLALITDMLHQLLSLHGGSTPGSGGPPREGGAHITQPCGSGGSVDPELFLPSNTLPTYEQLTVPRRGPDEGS
RGS4 block = inhibitors of human RGS4; P49798; HEK293 M3R/RGS4 inducible, Fluo-4 calcium flux; stronger effect = higher value; triggered by carbachol at its EC20; B-score at 10 µM; 310,000 tested, 0.45% active; AID 463165;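 active = B-score, a plate-corrected calcium signal, over three deviations above library mean, with baseline fluorescence within five deviations of library mean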;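 note: RGS4 expression induced by doxycycline in cells with stable M3 receptor; B-score is computed from the integrated fluorescence ratio over baseline after carbachol; higher B-score means a larger calcium signal and so more RGS4 inhibition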
KCNK3 block = human KCNK3 channel inhibition, primary screen; AID 602410; CHO-KCNK3 thallium flux, FluxOR fluorescence; stronger effect = lower value; O14649; 340,000 tested, 0.84% active; B-score at 10 µM;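 active = B-score under library mean minus 4 SD, starting fluorescence ratio at most library mean plus 5 SD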;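 note: more negative B-score means stronger inhibition of thallium flux through KCNK3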
Target sequence (O14649 whole entry, looked up): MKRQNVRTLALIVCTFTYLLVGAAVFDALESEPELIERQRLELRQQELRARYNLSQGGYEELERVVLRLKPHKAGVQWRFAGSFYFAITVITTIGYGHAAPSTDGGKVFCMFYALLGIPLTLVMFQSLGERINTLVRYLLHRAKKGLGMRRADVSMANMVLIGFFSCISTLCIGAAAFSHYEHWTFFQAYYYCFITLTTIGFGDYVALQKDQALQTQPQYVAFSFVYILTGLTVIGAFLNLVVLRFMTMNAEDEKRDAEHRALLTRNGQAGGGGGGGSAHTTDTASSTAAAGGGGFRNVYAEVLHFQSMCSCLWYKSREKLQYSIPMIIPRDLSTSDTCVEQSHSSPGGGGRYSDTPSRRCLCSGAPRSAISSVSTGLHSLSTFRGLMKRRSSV
KCNK9 inh = blocks the human KCNK9 two-pore domain potassium channel; Q9NPC2; HEK293 KCNK9, FluxOR thallium flux fluorescence; stronger effect = lower value; B-score at 10 µM; 310,000 tested, 1.2% active; AID 488922;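 active = ratio B-score over 3 SD below the library mean, with starting fluorescence within 5 SD of its mean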;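 note: negative B-score means less thallium flux so channel inhibition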
RGS4 act = RGS4 potentiation or activation; HEK293 M3R/inducible RGS4, carbachol calcium flux Fluo4; stronger effect = lower value; B-score at 10 µM; 310,000 tested, 0.92% active; AID 463111;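 active = B-score of the integrated calcium signal more than 4 SD below the library mean, with starting fluorescence not abnormally high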;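 note: negative B-score means reduced calcium response which marks RGS4 activation or potentiation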
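Assay system: Inducible-RGS4 HEK293 cells carrying M3 receptor | Schedule: Compound preincubation 20 min at room temperature before agonist | Signal: Kinetic calcium fluorescence imaging with Fluo4-AM dye, 2 µM | Read-out basis: B score from integrated fluorescence ratio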
HDAC3 inh = inhibitors of human histone deacetylase 3; recombinant HDAC3, fluorogenic peptide/trypsin coupled, fluorescence; O15379; inhibition, % at 8.3 µM; 320,000 tested, 0.15% active; in the data active = inhibition above about 26%, passing the limit was not always enough
hERG protect = hERG (human) protection from proarrhythmic block. Q12809. CHO-hERG, FluxOR thallium flux, dofetilide IC70 present. activation (rescue from dofetilide block), less the hit threshold, % at 10 µM. 310,000 tested, 0.51% active;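 active = activation above the mean of controls blocked by dofetilide plus 5 SD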;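 note: thallium influx through hERG after potassium depolarization seen as dye fluorescence rise; in these data hits start at about 4.7%; inactives centre near -7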
SKKanGAS inh = inhibitors of SKKanGAS S. pyogenes growth in kanamycin (SK-promoter or general growth effect) | BacTiter-Glo, 6 h | inhibition, % at 7.5 µM | 300,000 tested, 1.3% active;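 active = mean replicate score, as percent of positive control median, at least 50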;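 note: strain carries kanamycin resistance gene driven by streptokinase promoter and grows in 40 µg/ml kanamycin; loss of luminescence reflects streptokinase promoter inhibition or plain growth inhibition; 0% = median of DMSO wells and 100% = positive control at its reference dose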
TMEM16A inh = blocks the mouse calcium-activated chloride channel TMEM16A. AID 588511. 310,000 tested, 1.2% active. HEK293 TMEM16A/YFP iodide influx fluorescence, ionomycin. normalized B-score (activity score, 25-100; higher = stronger inhibition) at 10 µM. Q8BHY3;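 active = ratio plate-corrected score three or more library SD toward inhibition, starting fluorescence score within five deviations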;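 note: score derived from kinetic fluorescence span divided by baseline fluorescence per well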
KCNQ1 act = human KCNQ1 channel potentiation or activation | CHO-K1 KCNQ1, thallium flux FluxOR fluorescence; stronger effect = higher value | P51787 | B-score at 10 µM | 310,000 tested, 0.35% active;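 active = fluorescence ratio B-score, a plate-corrected score, at least three library SD, with initial intensity B-score within 5 SD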
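Assay system: CHO-K1 cells stably expressing KCNQ1. Medium: assay buffer for compound exposure, DMSO matched across wells. Timing: 37 °C overnight plating, 90-min dark dye load, 20-min compound pretreatment. Signal: kinetic FluxOR fluorescence, 10 s baseline plus 110 s post-stimulus.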
An asterisk follows results filed as active; i = inactive; / = not tested or not shown.

SMILES	ANO1 activ	KCNQ1 block	RGS4 block	KCNK3 block	KCNK9 inh	RGS4 act	HDAC3 inh	hERG protect	SKKanGAS inh	TMEM16A inh	KCNQ1 act
CCOC(=O)C1=C(C)NC(=S)N(C(C)=O)C1c1ccc(Cl)cc1 (stereo not drawn)	i	i	i	i	i	i	1	1	8	i	i
Cc1cc(C)c(OCC(=O)OCC(=O)N2CCc3ccccc3C2)c(C)c1	i	i	i	i	i	i	-7	-15	/	i	i
O=Cc1cn(-c2ccccc2)nc1-c1cccnc1	i	i	i	i	i	i	3	-2	-3	i	i
COc1ccc(C(=O)Nc2ccc(CN3CCOCC3)cc2)cc1Br	i	i	i	i	i	i	1	-5	0	i	i
CC1=CC(C)(C(Cl)Cl)C(C)=CC1=O (stereo not drawn)	i	i	i	i	i	i	-5	-3	2	i	i
O=c1cc(O)c2sc(Nc3ccc(F)c(Cl)c3)nc2[nH]1	i	i	i	i	i	i	-1	2	17	i	i
Cc1ccc2nc(SC(C(=O)Nc3ccc(F)cc3)c3ccccc3)[nH]c2c1 (stereo not drawn)	i	i	i	i	i	i	5	-7	10	i	i
CC(C)c1ccc(N(CC(=O)NCC2CCCO2)C(=O)CCC(=O)Nc2nccs2)cc1 (stereo not drawn)	i	i	i	i	i	i	6	-2	-4	i	i
CN1c2ccccc2C(C)(C)C12C=Nc1c(cc(N3CCOCC3)c3ccccc13)O2 (stereo not drawn)	i	i	i	i	i	i	/	-13	24	/	i
Cc1ccc(CNC(=O)CN(C2CCCCC2)S(C)(=O)=O)cc1	/	i	i	i	i	i	-4	-1	-2	i	i
Cc1cc(N2CCN(C(=O)c3cccs3)CC2)c(F)cc1[N+](=O)[O-]	i	i	i	i	i	i	1	-3	9	i	i
CC(C)(C)n1nnnc1C(c1cccc(C(F)(F)F)c1)N1CCC(O)CC1 (stereo not drawn)	i	i	i	i	i	i	-1	-2	-4	i	i
CCN(CC(=O)Nc1cc(Cl)ccc1C)C(=O)CSCc1ccc(C)cc1	i	i	i	i	i	i	-6	-18	6	i	i
CCC1=C(OC(=O)N(CC)CC)N2C(=O)OC(=NCC3CC3)[C@]2(Cc2ccccc2)[C@H]2C1=CC[C@H]1C(=O)N(CC(=O)OC)C(=O)[C@H]12	/	i	i	/	-6.8*	i	13	-8	0	i	i
CC(OC(=O)C1CC1)C(=O)Nc1cc(C(F)(F)F)ccc1Cl (stereo not drawn)	i	i	i	-9.9*	i	i	2	-7	24	i	i
Cc1ccc([N+](=O)[O-])c(OCCCN2CCC(Cc3ccccc3)CC2)c1	i	7*	i	-8.8*	i	i	11	-19	3	i	i
CCOc1ccc(N2C(=O)CC(NCc3ccc(F)cc3)C2=O)cc1 (stereo not drawn)	i	i	i	i	i	i	-1	-6	7	i	i
Cc1cccc(NC(=S)NC2CC3CCCC(C2)N3CC(C)C)c1C (stereo not drawn)	i	i	i	i	i	i	3	-10	2	i	i
Cc1oc2ccc(OCc3ccccc3F)cc2c1C(=O)O	i	i	i	i	i	i	3	-8	-2	i	i
O=C(NNC(=S)NC1CCCCC1)c1cccs1	i	i	i	i	i	i	1	-11	-4	i	i
COCCN(C(=S)Nc1ccc(OC)c(Cl)c1)C1CCN(C(C)C)CC1	i	i	i	i	i	i	2	-9	-3	i	i
COc1ccc2nc(Nc3nc(-c4cc5ccccc5oc4=O)cs3)sc2c1	i	i	i	i	-6.7*	i	-2	-8	4	i	i
Cc1ccc(CNC(=O)c2ccc(NC(=O)C3=CSCCO3)cc2)cc1	i	i	i	i	i	i	1	-8	22	i	i
COc1ccc(/C=C2\CCc3ccccc3C2=O)cc1Cn1nc(C)cc1C	i	i	i	i	i	i	4	-9	13	i	i
O=C(Nc1cccc(S(=O)(=O)NC2=NCCCCC2)c1)c1cccnc1Cl	i	i	i	i	i	i	/	-8	0	i	i
Cc1ccc(C)c(N2CCN(S(=O)(=O)c3c(C)noc3/C=C/N(C)C)CC2)c1	i	i	i	i	i	i	/	-10	26	i	i
O=C(CN1C(=O)c2cccc3cccc1c23)NC1CCCC1	i	i	i	i	i	i	5	1	-2	i	i
CC(/C=N/n1c(-c2n[nH]c3c2CCC3)n[nH]c1=S)=C\c1ccco1	i	i	i	i	i	-9*	7	-15	18	i	i
COc1ccccc1-n1cnnc1SC(C)C(=O)Nc1ccc(NC(C)=O)cc1 (stereo not drawn)	i	i	i	i	i	i	-1	-6	-3	i	i
O=C(COC(=O)C1CC2CCCC(C1)C2=O)NNC(=O)c1ccc([N+](=O)[O-])cc1 (stereo not drawn)	i	i	i	i	i	i	2	-19	1	i	i

Grouped by structure, the compounds so far containing an aryl thioether with sulfur outside any ring (2)
SMILES	ANO1 activ	KCNQ1 block	RGS4 block	KCNK3 block	KCNK9 inh	RGS4 act	HDAC3 inh	hERG protect	SKKanGAS inh	TMEM16A inh	KCNQ1 act
Cc1ccc2nc(SC(C(=O)Nc3ccc(F)cc3)c3ccccc3)[nH]c2c1 (stereo not drawn)	i	i	i	i	i	i	5	-7	10	i	i
COc1ccccc1-n1cnnc1SC(C)C(=O)Nc1ccc(NC(C)=O)cc1 (stereo not drawn)	i	i	i	i	i	i	-1	-6	-3	i	i

The results go on:
SMILES	ANO1 activ	KCNQ1 block	RGS4 block	KCNK3 block	KCNK9 inh	RGS4 act	HDAC3 inh	hERG protect	SKKanGAS inh	TMEM16A inh	KCNQ1 act
N#CCCN1CCCc2cc(N=Nc3ccc(C(F)(F)F)cc3)ccc21	i	i	i	i	i	i	21	-6	20	i	i
COCC(=O)n1cc(C(=O)OC)c2ccccc21	i	i	i	i	i	i	4	-8	-4	i	i
O=S(=O)(c1ccc(NC(=S)NCc2ccncc2)cc1)N1CCCCC1	i	i	i	i	i	i	-4	-4	-1	i	i
O=C(Nc1nccs1)c1ccc[nH]c1=O	i	i	i	i	i	i	4	-5	-3	i	i
C=CCN(C(=O)CCS(=O)(=O)c1cccc2nsnc12)c1ccccc1	i	i	i	i	i	i	4	-5	2	i	i
Cc1ccc(SCC(=O)NN=C2CCN(C)CC2)cc1	i	i	i	i	i	i	5	-4	3	i	i
COc1cc2[nH]c(=S)n(C3CCCC3)c(=O)c2cc1OC	i	i	i	i	i	i	5	-13	1	i	i
CCCC(=O)NCn1nnc(-c2ccc(Cl)cc2)n1	i	i	i	i	i	i	/	-11	-5	/	i
NC(=O)C1CCCN(C(=O)CCCNC(=O)c2ccc(Cl)cc2)C1 (stereo not drawn)	i	i	i	i	i	i	3	-1	1	i	i
COc1ccc(CCN(C)S(=O)(=O)c2ccc(Cl)nc2)cc1OC	i	i	i	i	i	i	3	-6	-17	i	i
CCc1cc(=O)oc2cc(C)cc(OCC(=O)NC3CCN(Cc4ccccc4)CC3)c12	i	i	i	i	i	i	-32	-9	3	i	i
CC1(NC(=S)Nc2ccc(NC(=S)NC3(C)CCS(=O)(=O)C3)cc2)CCS(=O)(=O)C1 (stereo not drawn)	i	i	i	i	i	i	-2	-13	-5	i	i
Cc1cc(OCC(=O)N2CCC(C(=O)O)CC2)c2c(C)cc(=O)oc2c1	i	i	i	i	i	i	-68	-6	2	i	i
COc1ccc(-c2ncccc2O)cc1	i	i	i	i	i	i	-14	-6	0	i	i
Cc1cc(C(=O)CSc2n[nH]c(N)n2)c(C)n1-c1cccc(F)c1	i	i	i	i	i	i	-4	-11	-3	i	i
Cc1cc(C)nc(/N=C2\NC(=O)CC(C(=O)O)N2c2ccc(Cl)cc2)n1 (stereo not drawn)	i	i	i	i	i	i	-4	-7	-3	i	i
COc1ccccc1NC(=O)CN(c1ccccc1)S(=O)(=O)c1ccccc1	i	i	i	i	i	i	0	-11	-1	i	i
Fc1ccc(-c2cnc[nH]2)cc1	i	i	i	i	i	i	0	-10	-12	i	i
COc1ccc(CCNc2c([N+](=O)[O-])c(=O)oc3ccccc23)cc1OC	i	i	i	i	i	i	-5	-10	-10	i	i
O=C(NCc1ccncc1)C(=O)NCc1ccncc1	i	i	i	i	i	i	5	-1	-2	i	i
COc1ccc(CNS(=O)(=O)NCc2ccc(C)cc2)cc1OC	i	i	i	i	i	i	-6	-5	6	i	i
Cc1ccccc1NC(=O)c1ccc(CN2CCc3ccccc3C2)cc1	i	i	i	i	i	i	0	0	-3	i	i
Cc1cc(OCCCCNC(C)C)cc(C(C)C)c1	i	i	i	i	i	i	7	-4	0	i	i
COC(=O)/C(C#N)=C\c1c(OC)[nH]c2ccccc12	i	i	i	i	i	i	6	-7	1	i	i
CC(=O)NC(c1ccc2ccccc2c1)c1ccc2cccnc2c1O (stereo not drawn)	i	i	i	i	i	i	1	-3	89*	i	i
COc1ccc(C2Nc3ccccc3C(=O)N2c2ccc(C)cc2)cc1COc1ccccn1 (stereo not drawn)	i	i	i	i	i	i	-20	-13	5	i	i
O=C(CN1C(=O)NC2(CCCC2)C1=O)OCCOc1cccc(Cl)c1	i	i	i	i	i	i	0	-10	-7	i	i
CC1=C(C(=O)Nc2ccccc2C(=O)N2CCC(C)CC2)SCCO1	i	i	i	i	i	i	2	-6	3	i	i
O=C(Cn1c(NCCO)nc2ccccc21)NCC(F)(F)F	i	i	i	i	i	i	1	-5	2	i	i
CCCCNC(=O)C(c1ccc(OCC(=O)OC)c(C(=O)OC)c1)N(CCOC)C(=O)CCCCCN1C(=O)NC(c2ccc(-c3ccccc3)cc2)C(C(=O)OCc2ccccc2)=C1C (stereo not drawn)	/	i	i	/	i	i	7	-3	25	i	i
O=C(Cc1cnn(-c2ccccc2)c1)c1ccc(O)c(O)c1O	i	i	i	i	i	i	6	-7	1	i	i
CC(NO)/C(=N\O)c1cccs1 (stereo not drawn)	i	i	i	i	i	i	2	-2	-9	i	i
COC(=O)/C=c1/sc2n(c1=O)CCN=2	i	i	i	i	i	i	4	-5	3	i	i
O=C(O)c1cc(C(=O)O)cc(N2C(=O)CSC2=S)c1	i	i	i	i	i	i	0	-6	-1	i	i
N=C1c2ccccc2CN1NC(=O)COc1ccc(Cl)cc1	i	i	i	i	i	i	6	-6	/	i	i
CC(C)[C@H]1C(=O)Nc2ccccc2N1C(=O)N[C@@H](Cc1ccccc1)C(=O)N[C@@H](C(=O)O)c1ccccc1	i	i	i	i	i	i	-4	-6	1	i	i

Screens (PubChem)
